Tn6 DDE FP: inhibitors of Tn6 peptide binding to human fibrin DD(E); Fibrin DD(E) TRITC-Tn6 fluorescence polarization displacement; 370,000 tested, 0.21% active; AID 720509; inhibition, % at 8.3 µM; P02675;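 active = inhibition above a per-campaign cutoff: mean of compounds within control limits plus 3 SD, cut at about 15% in these data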;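 also: 0% = median of all compound wells on the plate and 100% = blocking peptide control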
PLCg1 inh: blocks human PLC-gamma1 enzyme activity; purified PLC-gamma1, fluorogenic substrate, fluorescence; inhibition, % at 12.2 µM; P19174; AID 720700; 370,000 tested, 0.84% active; in the data active = inhibition above about 9.5%
ASAP1 GAP inh: ASAP1 ArfGAP inhibition. AID 624377. 360,000 tested, 0.19% active. Q9ULH1. inhibition, % at 16.5 µM. ASAP1-stimulated ARF1 GTP hydrolysis, GDP FP detection; in the data active = inhibition above about 25%;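 also: 0% = vehicle with enzyme and substrate and 100% = no enzyme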
ADAM17 inh: inhibitors of human ADAM17; 370,000 tested, 0.83% active; recombinant ADAM17, EDANS/DABCYL FRET peptide cleavage; inhibition, % at 6.95 µM;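 active = inhibition above the mean of compounds lying between control limits plus 3 SD, set per campaign, cut at about 8.5% in these data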;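 also: 0% = DMSO-only wells as the low control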
TDP2 inh: blocks human TDP2 phosphodiesterase activity. inhibition, % at 12.8 µM. recombinant TDP2, T5PNP hydrolysis, p-nitrophenol absorbance 415 nm. 370,000 tested, 0.34% active. O95551;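 active = inhibition above the mean of all tested compounds plus 3 SD, set per campaign, cut at about 25% in these data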;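 also: 0% = DMSO with enzyme and 100% = buffer with substrate but no TDP2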
Target sequence (O95551 whole entry, looked up): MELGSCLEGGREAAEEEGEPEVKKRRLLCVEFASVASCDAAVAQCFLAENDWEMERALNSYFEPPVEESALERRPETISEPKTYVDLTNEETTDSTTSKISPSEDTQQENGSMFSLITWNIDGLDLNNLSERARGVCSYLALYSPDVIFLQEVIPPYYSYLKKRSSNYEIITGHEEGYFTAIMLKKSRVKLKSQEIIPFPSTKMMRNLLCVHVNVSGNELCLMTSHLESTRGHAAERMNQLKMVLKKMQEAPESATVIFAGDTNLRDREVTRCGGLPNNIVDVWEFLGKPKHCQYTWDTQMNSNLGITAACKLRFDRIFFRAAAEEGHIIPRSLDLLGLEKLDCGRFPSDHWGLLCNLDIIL
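Material: recombinant human TDP2; quantity: TDP2 enzyme at 120 nM final; medium: Tris-HCl pH 7.5 with MgCl2; compound: single concentration, 12.8 µM nominal, with 1% DMSO; incubation: 2 h enzyme incubation at 37 °C; signal: epi absorbance; measure: percent inhibition; benchmarks: high control without enzyme, low control DMSO plus TDP2; repeats: singlicate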
PLC-beta3 inh: blocks human PLC-beta3 enzyme activity. AID 720704. Q01970. inhibition, % at 12.2 µM. Purified PLC-beta3, fluorogenic substrate, fluorescence. 370,000 tested, 0.18% active; in the data active = inhibition above about 11%;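 also: 0% = median of compound wells on plate and 100% = full blocker control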
Tn7 DDE FP: inhibitors of Tn7 peptide binding to human fibrin DD(E) | inhibition, % at 8.3 µM | AID 720508 | P02675 | FP displacement of FITC-Tn7 peptide from fibrin DD(E); 0% = median of compound wells per plate | 370,000 tested, 0.13% active;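 active = inhibition above the mean of compounds falling within the control limits plus 3 SD of them, cut at about 14% in these data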;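 also: 0% = plate median of compound wells and 100% = 10 µM Aha-Tn7 peptide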
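Assay system: human fibrin DD(E) protein / Input: 2 µM fibrin DD(E) / Benchmarks: high control of 10 µM Aha-Tn7 peptide / Measured by: fluorescence polarization of the labelled Tn7 tracer / Medium: Tris buffer with calcium and detergent, pH 7.8 / Timing: 10 min compound pre-incubation, 3 h probe incubation at room temperature / Repeats: one replicate per compound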
ADAM10 inh: inhibitors of human ADAM10 | O14672 | recombinant ADAM10, EDANS/DABCYL FRET peptide cleavage, 3 h | inhibition, % at 7 µM | 370,000 tested, 0.62% active;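 active = inhibition above a per-campaign cutoff equal to the mean of compounds falling between control-based bounds plus 3 SD, cut at about 20% in these data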;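 also: 0% = DMSO wells while the 100% control is not disclosed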
Target sequence (O14672 214-748 limits assumed): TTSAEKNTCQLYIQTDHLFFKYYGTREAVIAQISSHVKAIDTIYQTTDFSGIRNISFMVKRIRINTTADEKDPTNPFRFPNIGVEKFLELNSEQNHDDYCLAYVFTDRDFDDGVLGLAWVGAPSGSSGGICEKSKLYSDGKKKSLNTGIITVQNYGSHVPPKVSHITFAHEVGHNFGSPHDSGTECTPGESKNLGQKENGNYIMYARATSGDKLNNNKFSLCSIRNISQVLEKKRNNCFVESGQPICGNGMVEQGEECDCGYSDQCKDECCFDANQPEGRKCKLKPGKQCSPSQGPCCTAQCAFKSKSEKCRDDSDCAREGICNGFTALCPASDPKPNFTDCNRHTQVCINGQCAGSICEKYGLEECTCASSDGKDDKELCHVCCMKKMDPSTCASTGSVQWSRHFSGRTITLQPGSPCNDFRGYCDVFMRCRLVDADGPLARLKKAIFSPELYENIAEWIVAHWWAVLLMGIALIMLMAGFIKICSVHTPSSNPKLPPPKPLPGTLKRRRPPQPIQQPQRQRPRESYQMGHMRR
SIAE inh: inhibitors of human sialic acid acetylesterase SIAE. 370,000 tested, 0.69% active. SIAE FP-Rh probe binding, fluorescence polarization. AID 1053197. Q9HAT2. inhibition, % at 9.66 µM;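 active = inhibition above a cutoff: mean of compounds within the control limits plus 3 SD of those, cut at about 17% in these data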;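 also: 0% = plate median of compound wells and 100% = probe without SIAE protein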
ARFGAP1 inhibitor: inhibitors of rat ARFGAP1; Q62848; Arfgap1-stimulated ARF1 GTP hydrolysis, GDP FP detection; inhibition, % at 16.5 µM; 360,000 tested, 0.26% active;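 active = inhibition above a per-plate limit, mean inhibition of low control wells plus 3 SD, cut at about 25% in these data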;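 also: 0% = DMSO wells with enzyme and 100% = wells lacking Arfgap1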
Target sequence (Q62848 1-136 limits assumed): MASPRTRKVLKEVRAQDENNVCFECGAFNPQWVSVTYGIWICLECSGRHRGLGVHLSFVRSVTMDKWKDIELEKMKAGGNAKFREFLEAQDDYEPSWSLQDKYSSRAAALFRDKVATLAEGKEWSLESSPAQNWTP
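Assay system: Rat Arfgap1 GAP domain (His6, aa 1-136), purified enzyme | Buffer or medium: HEPES 25 mM pH 7.5, NaCl 150 mM, MgCl2, DTT | Schedule: GTP hydrolysis reaction 2 h at 25 °C | Signal: FP of antibody-bound GDP Alexa 633 tracer, ex 620/em 688 nm | Measure: Percent inhibition of Arfgap1-stimulated GTP hydrolysis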
* = called active by the depositor; i = inactive; · = not tested or not shown.

(1) COc1ccc2cnn(CCOc3ccccc3)c(=O)c2c1OC
(2) COc1ccc(OC)c(NC(=O)COC(=O)c2ccc(S(=O)(=O)N3CCCCC3)cc2)c1
(3) CC(C)(C)NC(=O)c1ccc(NC(=O)C2COc3ccccc3O2)cc1 (stereo not drawn)
(4) O=C(c1ccc(N2CCCC2=O)cc1)N1CCN(c2ccccc2F)CC1
(5) Cc1cc(Br)c(NC(=O)CN2CCCC2)c(Br)c1

compound no.	1	2	3	4	5
Tn6 DDE FP	0	-1	-3	4	3
PLCg1 inh	4	3	0	-1	-2
ASAP1 GAP inh	3	-4	2	0	-3
ADAM17 inh	-4	1	1	-5	0
TDP2 inh	-1	-5	-6	-9	-9
PLC-beta3 inh	0	6	0	-2	-6
Tn7 DDE FP	-2	1	-6	0	-2
ADAM10 inh	-13	3	-9	-5	-7
SIAE inh	5	5	-3	-1	-3
ARFGAP1 inhibitor	-13	7	2	-1	9

The closing 4 records of the section above open the next one.
(2) COc1ccc(OC)c(NC(=O)COC(=O)c2ccc(S(=O)(=O)N3CCCCC3)cc2)c1
(3) CC(C)(C)NC(=O)c1ccc(NC(=O)C2COc3ccccc3O2)cc1 (stereo not drawn)
(4) O=C(c1ccc(N2CCCC2=O)cc1)N1CCN(c2ccccc2F)CC1
(5) Cc1cc(Br)c(NC(=O)CN2CCCC2)c(Br)c1
(6) O=S(=O)(c1ccc(NC(=S)NC23CC4CC(CC(C4)C2)C3)cc1)N1CCCCC1
(7) CCOc1cc(/C=N/NC(N)=O)cc(Br)c1OCc1ccccc1
(8) CC(C)c1ccc(C2C3=C(COC3=O)Nc3cc4c(cc32)OCO4)cc1 (stereo not drawn)
(9) CCc1cc(C(=O)Nc2ncccc2O)sc1C
(10) CCOCCCNS(=O)(=O)c1ccc(NC(=O)CN2C(=O)c3ccccc3C2=O)cc1

compound no.	2	3	4	5	6	7	8	9	10
Tn6 DDE FP	-1	-3	4	3	1	4	0	4	8
PLCg1 inh	3	0	-1	-2	-1	2	-203	-3	-2
ASAP1 GAP inh	-4	2	0	-3	-10	-8	4	-11	-9
ADAM17 inh	1	1	-5	0	0	2	-75	-4	-2
TDP2 inh	-5	-6	-9	-9	6	4	-3	5	3
PLC-beta3 inh	6	0	-2	-6	0	-7	-315	-6	1
Tn7 DDE FP	1	-6	0	-2	7	0	0	5	3
ADAM10 inh	3	-9	-5	-7	-3	4	-215	-41	-7
SIAE inh	5	-3	-1	-3	-61	-5	-5	5	0
ARFGAP1 inhibitor	7	2	-1	9	-4	-10	-5	3	8

(11) OCCN1CCN(C(=S)c2ccc(Cl)c(Cl)c2)CC1
(12) O=C(NCCCc1ccccc1)c1ccc(CS(=O)Cc2ccccc2Cl)o1 (stereo not drawn)
(13) NC(COCc1ccccc1)c1csc(Nc2nncc3ccccc23)n1 (stereo not drawn)
(14) O=C(O/N=C\c1ccc(N2CCOCC2)c([N+](=O)[O-])c1)c1ccccc1Cl
(15) CCOc1ccc2nc(N(Cc3ccccc3)C(=O)CCNC(C)=O)sc2c1

compound no.	11	12	13	14	15
Tn6 DDE FP	-3	-3	-5	-10	-5
PLCg1 inh	2	1	-62	4	2
ASAP1 GAP inh	0	-7	-10	6	-7
ADAM17 inh	-1	2	-9	-1	3
TDP2 inh	3	-7	-2	-2	-8
PLC-beta3 inh	2	-1	-92	2	1
Tn7 DDE FP	-1	5	3	-5	4
ADAM10 inh	2	3	-39	7	12
SIAE inh	-1	-3	-2	-2	-3
ARFGAP1 inhibitor	-17	14	9	4	5

(16) COc1ccc(CCNC(=O)C2CC(c3c(Cl)cccc3Cl)=NO2)cc1 (stereo not drawn)
(17) COc1ccc(OCC(=O)Nc2ccc3c(c2)nc(CCN2CCOCC2)n3C)cc1
(18) CCCCCC(=O)Nc1ccc(N2CCOCC2)c(S(=O)(=O)Nc2ccc(OC)cc2)c1
(19) COc1ccccc1-c1noc(CCCC(=O)Nc2ccc(C(N)=O)cc2)n1
(20) O=C(Nc1ccc(F)cc1)C(c1ccccc1)N1CCN(S(=O)(=O)c2c(F)cccc2F)CC1 (stereo not drawn)

compound no.	16	17	18	19	20
Tn6 DDE FP	-1	15	3	4	-2
PLCg1 inh	1	1	4	0	-1
ASAP1 GAP inh	-5	3	-10	-7	-7
ADAM17 inh	-2	-8	3	-1	3
TDP2 inh	-6	3	-2	3	5
PLC-beta3 inh	-3	0	3	-6	0
Tn7 DDE FP	7	10	0	-3	-6
ADAM10 inh	5	-11	3	-5	8
SIAE inh	-3	5	-8	-1	-9
ARFGAP1 inhibitor	8	-4	-5	-3	-1

(21) Fc1ccccc1Cn1c2[n+](c3ccc(C(F)(F)F)cc31)CCCCC2
(22) Cc1nc(C(F)(F)F)ccc1C(=O)N1CCC1(C)C(=O)NS(=O)(=O)c1ccc(C#N)cc1 (stereo not drawn)
(23) O=C(c1ccoc1)N1CCC2(CC1)Oc1ccc(F)cc1C(=O)C21CC(c2cccnc2)=NO1 (stereo not drawn)
(24) O=C(Cc1cccs1)N1CCN=C1SCc1ccccc1F
(25) Cc1ccc(C2C3=C(CC(C)(C)CC3=O)NC3=C2C(=O)CC(C)(C)C3)o1

compound no.	21	22	23	24	25
Tn6 DDE FP	-9	1	0	2	0
PLCg1 inh	-1	2	-9	-1	-14
ASAP1 GAP inh	12	-8	13	11	-5
ADAM17 inh	-5	0	-11	-5	-9
TDP2 inh	13	-6	-1	8	6
PLC-beta3 inh	-4	1	-20	-5	-21
Tn7 DDE FP	0	3	3	2	7
ADAM10 inh	-1	-3	-48	1	-21
SIAE inh	-1	-1	3	-11	-1
ARFGAP1 inhibitor	7	1	6	-4	4

The list goes on, starting with the last two of the part before.
(24) O=C(Cc1cccs1)N1CCN=C1SCc1ccccc1F
(25) Cc1ccc(C2C3=C(CC(C)(C)CC3=O)NC3=C2C(=O)CC(C)(C)C3)o1
(26) Cc1ccc(CNC(=S)Nc2ccc3c(c2)c(=O)n(C)n3Cc2cccc(C(F)(F)F)c2)cc1
(27) CN(Cc1ccccc1)C(=O)c1cccc(NC(=O)Cc2ccc(NC(=O)C3CCCN(C(=O)C4CCC4)C3)cc2)c1 (stereo not drawn)
(28) NS(=O)(=O)c1ccc(NS(=O)(=O)c2ccc(NC(=O)c3ccc(-c4ccccc4)cc3)cc2)cc1
(29) Cc1ccccc1CC1(CO)CCCN(C(=O)c2ccccc2N(C)C)C1 (stereo not drawn)
(30) COc1ccc(S(=O)(=O)N(C)C[C@@H]2Oc3c(NC(=O)Nc4ccccc4)cccc3C(=O)N([C@@H](C)CO)C[C@H]2C)cc1

compound no.	24	25	26	27	28	29	30
Tn6 DDE FP	2	0	-3	3	32*	4	-3
PLCg1 inh	-1	-14	i	-3	-1	2	-2
ASAP1 GAP inh	11	-5	6	8	1	1	·
ADAM17 inh	-5	-9	-346	0	-1	-2	-2
TDP2 inh	8	6	-2	-7	0	5	10
PLC-beta3 inh	-5	-21	i	-2	-5	-1	2
Tn7 DDE FP	2	7	-11	0	5	-1	5
ADAM10 inh	1	-21	i	3	0	0	-3
SIAE inh	-11	-1	10	-3	-135	7	-7
ARFGAP1 inhibitor	-4	4	9	6	-8	5	·

(31) c1cncc(CNc2ncnc3sc4c(c23)CCC4)c1
(32) O=C1C2C3C=CC(C3)C2C(=O)N1c1ccc(-c2nc(-c3ccccc3)nc3ccccc23)cc1 (stereo not drawn)
(33) COc1ccc([N+](=O)[O-])cc1NC1CCCCC1
(34) O=S(=O)(c1ccc(NC(=S)NN=C(Cc2ccccc2)Cc2ccccc2)cc1)N1CCOCC1
(35) Cn1c(=O)cc(SCC(=O)NCCCN2CCOCC2)c2ccc(Cl)cc21

compound no.	31	32	33	34	35
Tn6 DDE FP	4	4	-2	-2	-4
PLCg1 inh	2	3	-3	-12	1
ASAP1 GAP inh	8	3	-2	4	-14
ADAM17 inh	-4	2	-3	-3	-9
TDP2 inh	10	18	-2	2	-2
PLC-beta3 inh	2	-1	-2	-16	-2
Tn7 DDE FP	-1	1	0	-2	1
ADAM10 inh	-17	3	2	-3	-12
SIAE inh	0	5	7	13	-3
ARFGAP1 inhibitor	9	7	-5	24	3

(36) O=C1CCC(C(=O)OCC(=O)Nc2cc(Cl)ccc2F)=NN1
(37) COc1cccc(C2CC(c3ccc(Cl)cc3Cl)Nc3nc(N)nn32)c1 (stereo not drawn)
(38) CC(C)C[C@H]1COc2ccc(Cl)cc2S(=O)(=O)N1C[C@H](NC(=O)OC(C)(C)C)C(C)C
(39) Cc1ccc(/C=N/NC(=O)c2nnn(-c3nonc3N)c2CSc2ccccc2)o1
(40) CC(C)CCN1CCN(Cc2cccn2-c2cccnc2)CC1CCO (stereo not drawn)
(41) CCOC(=O)c1nn(-c2cccc(C)c2)c2nc(-c3ccccc3)c(C#N)c(=O)n12
(42) Cc1ccc(CNC(=O)COc2ccc(S(=O)(=O)N3CCCC3)cc2)cc1
(43) N=c1c2c(-c3ccccc3)c(-c3ccccc3)n(Cc3ccco3)c2ncn1CCN1CCOCC1

compound no.	36	37	38	39	40	41	42	43
Tn6 DDE FP	-2	-1	2	9	-2	2	5	5
PLCg1 inh	5	-20	3	-5	2	-36	2	5
ASAP1 GAP inh	-13	7	12	-8	1	6	2	5
ADAM17 inh	-1	0	3	1	-1	-12	-4	-2
TDP2 inh	-3	-16	7	5	-9	0	-6	-9
PLC-beta3 inh	2	-23	2	-10	-5	-43	-14	-3
Tn7 DDE FP	-1	-10	8	2	-2	-6	6	2
ADAM10 inh	-14	-2	6	-2	7	-38	2	-3
SIAE inh	2	5	-2	0	4	-4	-1	6
ARFGAP1 inhibitor	-3	7	-9	-2	4	5	5	11

Assay outcomes as filed in PubChem BioAssay.
